Bioassay records as filed in PubChem.
TAAR1 agonist – human TAAR1 agonism. CHO RD-HGA16 TAAR1, Fluo-8 calcium fluorescence; vehicle wells 0%, saturating PEA agonist 100%. activation, % at 3 µM. actives 0.99% (n = 360,000). AID 624467;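 active means activation above the mean activation of all test compounds in the run plus 3 SD, cut at about 38% in these data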
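System: CHO-derived RD-HGA16 cells with stable Gα16 and human TAAR1 / Times: 17-24 h plating, Fluo-8 75 min 37 °C, 30 min RT / Technique: calcium-sensitive Fluo-8 signal, excitation 470-495, emission 515-575 nm / Measure: % activation relative to PEA EC100 response / Benchmarks: DMSO and PEA EC100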
CRFBP-R2 agonist – CRF-BP/CRF-R2 complex agonism; activation, % at 13.2 µM; actives 0.46% (n = 350,000); AID 588473; HEK293 CRF-R2/CRF-BP, calcium dye fluorescence (FLIPR); percent of saturating CRF peptide response;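 active means activation of at least 50%, plus an integration ratio under a set limit after plate pattern correction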;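 further: plate controls were neutral control wells without compound for no effect and CRF at EC100 for full effect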
CHRM4 PAM – CHRM4 positive allosteric modulation | P08173 | CHO-K1 hM4/Gqi5, Fluo-8 calcium fluorescence, ACh EC20; 0% = ACh EC20, 100% = maximal ACh | activation, % at 3 µM | actives 0.4% (n = 360,000) | AID 624126;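 active means activation above its plate's cutoff, the mean activation of sample wells plus 3 SD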; further: some results filed as inactive read as strong as hits
Target sequence (P08173 whole entry, looked up): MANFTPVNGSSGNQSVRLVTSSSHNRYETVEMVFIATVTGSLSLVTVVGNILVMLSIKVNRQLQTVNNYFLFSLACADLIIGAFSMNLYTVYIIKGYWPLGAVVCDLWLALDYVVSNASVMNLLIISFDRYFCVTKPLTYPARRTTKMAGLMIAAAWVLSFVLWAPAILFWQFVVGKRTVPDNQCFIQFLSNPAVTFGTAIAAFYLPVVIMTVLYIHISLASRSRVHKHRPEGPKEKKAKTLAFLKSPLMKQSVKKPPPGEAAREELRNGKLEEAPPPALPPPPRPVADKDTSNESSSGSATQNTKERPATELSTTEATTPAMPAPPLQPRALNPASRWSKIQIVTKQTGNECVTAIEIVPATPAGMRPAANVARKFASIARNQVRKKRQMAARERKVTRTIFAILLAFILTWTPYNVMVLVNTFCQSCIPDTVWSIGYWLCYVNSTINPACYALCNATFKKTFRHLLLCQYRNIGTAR
CHRM5 PAM – CHRM5 positive allosteric modulation; AID 624038; activation, % at 3 µM; actives 0.3% (n = 360,000); CHO-K1 hM5, Fluo-8 calcium, ACh EC20 PAM; 0% = ACh EC20, 100% = ACh EC100; P08912;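 active means activation above the run cutoff, the mean activation of all test compounds plus 3 SD, cut at about 18% in these data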
Target sequence (P08912 whole entry, looked up): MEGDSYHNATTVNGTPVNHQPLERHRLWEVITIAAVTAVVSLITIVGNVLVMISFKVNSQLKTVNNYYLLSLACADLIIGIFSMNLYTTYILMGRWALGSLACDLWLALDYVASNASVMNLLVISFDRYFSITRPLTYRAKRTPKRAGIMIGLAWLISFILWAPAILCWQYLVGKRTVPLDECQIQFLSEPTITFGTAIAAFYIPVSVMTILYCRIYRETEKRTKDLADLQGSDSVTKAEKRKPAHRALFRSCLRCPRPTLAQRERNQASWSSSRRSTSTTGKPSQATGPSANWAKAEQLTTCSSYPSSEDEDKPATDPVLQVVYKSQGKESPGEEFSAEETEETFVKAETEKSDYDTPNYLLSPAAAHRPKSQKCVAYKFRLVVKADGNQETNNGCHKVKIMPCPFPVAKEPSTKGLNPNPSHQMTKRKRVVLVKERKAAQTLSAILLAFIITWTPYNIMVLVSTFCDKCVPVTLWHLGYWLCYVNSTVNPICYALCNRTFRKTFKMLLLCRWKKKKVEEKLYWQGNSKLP
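Probe or stimulus: acetylcholine, EC20 level; Assay system: human M5 receptor in CHO-K1 cells; Schedule: compound preincubation 140 s before EC20 acetylcholine addition; Technique: intracellular calcium via Fluo-8 fluorescence; Dosing: single-point, 3 µM nominal; Read-out basis: percent activation from peak-over-basal fluorescence ratio, scaled EC20-to-EC100 acetylcholine; Repeats: one well per compound, no replicates.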
M5 antag – blocks acetylcholine activation of human M5 receptor; CHO-hM5 cells, Fluo-8 calcium fluorescence, ACh EC80; inhibition, % at 3 µM; actives 0.59% (n = 360,000);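 active means inhibition above a per-plate cutoff, the mean of that plate's test compounds plus 3 SD, cut at about 27% in these data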;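 further: 0% = acetylcholine EC80 with DMSO and 100% = DMSO without agonist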
CRFBP-R2 block – blocks CRF-induced signaling of the CRF-BP/CRF-R2 complex; actives 0.59% (n = 350,000); AID 588475; HEK293 CRF-R2/CRF-BP, CRF-induced calcium fluorescence; inhibition, % at 11.8 µM;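 active means inhibition of the ligand-induced calcium signal above about 50% at the single tested concentration, limit read from the data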
CHO-K1 Ca PAM – counter-screen for M1 PAMs: effect in parental CHO-K1 cells; ATP EC20, Fluo-8 calcium fluorescence; 0% at ATP EC20, 100% at ATP max; activation, % at 3 µM; actives 0.02% (n = 360,000); AID 602247;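 active means activation above the run cutoff, the mean activation of all test compounds plus 3 SD, cut at about 40% in these data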;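 further: peak over basal fluorescence ratio in a 140 s read after ATP addition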
TAAR1 antag – human TAAR1 antagonism; Q96RJ0; CHO RD-HGA16 TAAR1, Fluo-8 calcium fluorescence, antagonist; inhibition, % at 3 µM; actives 1.5% (n = 360,000);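 active means inhibition above a per-plate cutoff, the mean inhibition of test compounds on that plate plus 3 SD, cut at about 49% in these data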;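 further: 0% = DMSO plus EC80 beta-PEA response and 100% = DMSO alone without agonist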
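Assay system: RD-HGA16 CHO cells with stable hTAAR1 and Gα16 / Reagent: EC80 β-phenethylamine stimulus / Doses: 3 µM, single point / Timing: dye loading 75 min at 37 °C, then 30 min room temperature / Measured by: Fluo-8 intracellular calcium dye fluorescence, real-time kinetic reads / Controls: vehicle wells and EC80 agonist wells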
M5 ag – agonists of human muscarinic M5 receptor (CHRM5). CHO-K1 hM5 cells, Fluo-8 calcium fluorescence; 0% DMSO wells, 100% maximal acetylcholine response. activation, % at 3 µM. actives 0.19% (n = 360,000). AID 624037;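 active means activation above the run's mean over test compounds plus 3 SD, cut at about 23% in these data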;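 further: signal is peak over basal fluorescence ratio across the kinetic read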
* = called active by the depositor.

Screening CC(=O)N1CCC(C(=O)N2CCN(S(=O)(=O)c3cccs3)CC2)CC1 returned TAAR1 agonist 1, CRFBP-R2 agonist 0.9, CHRM4 PAM 10, CHRM5 PAM -8, M5 antag 15, CRFBP-R2 block 4, CHO-K1 Ca PAM 8, TAAR1 antag 1 and M5 ag -3.
`C[C@]12c3[nH]c4cc(-c5ccco5)ccc4c3CCN1C(=O)[C@@H](CC(=O)NCCCn1ccnc1)C[C@@H]2C(=O)N1CCOCC1` gave CRFBP-R2 agonist -2.4, CHRM4 PAM 2, CHRM5 PAM 7, M5 antag -3, CRFBP-R2 block 1, CHO-K1 Ca PAM 4 and M5 ag 0.
O=S(=O)(c1ccc(C(F)(F)F)cc1)N1CCN(CCOc2ccccc2)CC1 was read as TAAR1 agonist 2, CRFBP-R2 agonist 3.7, CHRM4 PAM 6, CHRM5 PAM -2, M5 antag 2, CRFBP-R2 block 1, CHO-K1 Ca PAM -10, TAAR1 antag -18 and M5 ag -2.
`Cc1cc2cc(CNS(=O)(=O)c3ccccc3)ccc2n1C` gave TAAR1 agonist 3, CRFBP-R2 agonist -4.6, CHRM4 PAM -7, CHRM5 PAM -6, M5 antag 2, CRFBP-R2 block -38, CHO-K1 Ca PAM 27, TAAR1 antag 5 and M5 ag 1.
Cc1noc(/C=C/c2ccco2)c1S(=O)(=O)N1CCC(C(=O)Nc2ccc(Cl)cn2)CC1 was read as TAAR1 agonist 3, CRFBP-R2 agonist 0.3, CHRM4 PAM -6, CHRM5 PAM -8, M5 antag 9, CRFBP-R2 block -28, CHO-K1 Ca PAM 13, TAAR1 antag -17 and M5 ag 0.
`C[C@H](NC(=O)C1CCN(S(=O)(=O)c2ccccc2)CC1)C(=O)NCc1ccco1` gave TAAR1 agonist 2, CRFBP-R2 agonist 1.8, CHRM4 PAM 4, CHRM5 PAM 11, M5 antag -10, CRFBP-R2 block -13, CHO-K1 Ca PAM 10, TAAR1 antag -3 and M5 ag -1.
C[C@@]12C(=O)Nc3ccc(Cl)cc3C(=O)N1[C@H]1c3cc(Cl)ccc3OC[C@@H]1[C@@H]2c1ccccc1 was read as TAAR1 agonist 5, CRFBP-R2 agonist 4.0, CHRM4 PAM -10, CHRM5 PAM -13, M5 antag 15, CRFBP-R2 block 0, CHO-K1 Ca PAM -23, TAAR1 antag -21 and M5 ag -1.
For CC(=O)Nc1ccc(NC(=O)C(C)OC(=O)CCc2c[nH]c3ccccc23)cc1 (stereo not drawn) the results were TAAR1 agonist 0, CRFBP-R2 agonist -1.6, CHRM4 PAM 3, CHRM5 PAM -3, M5 antag 9, CRFBP-R2 block -1, CHO-K1 Ca PAM -10, TAAR1 antag 11 and M5 ag 1.
Screening CSCCC(NC(=O)C1CCC(C)CC1)C(=O)NCCN1CCC(C)CC1 (stereo not drawn) returned TAAR1 agonist 0, CRFBP-R2 agonist -0.5, CHRM4 PAM 7, CHRM5 PAM 3, M5 antag 7, CRFBP-R2 block -8, CHO-K1 Ca PAM 11, TAAR1 antag -20 and M5 ag 1.
For COc1ccc(C2=NOC(Cn3nc(-c4ccccc4)cc3C(=O)NCc3ccc(C)cc3)C2)cc1 (stereo not drawn) the results were TAAR1 agonist 4, CRFBP-R2 agonist 2.4, CHRM4 PAM 7, CHRM5 PAM -8, M5 antag 6, CRFBP-R2 block 2, CHO-K1 Ca PAM 6, TAAR1 antag 24 and M5 ag -1.
Screening CC(C)CNC(=O)COC(=O)c1cc(S(=O)(=O)N2CCCCC2)ccc1N1CCOCC1 returned TAAR1 agonist -1, CRFBP-R2 agonist -2.9, CHRM4 PAM 3, CHRM5 PAM -2, M5 antag 1, CRFBP-R2 block 4, CHO-K1 Ca PAM -4, TAAR1 antag 7 and M5 ag 2.
Cc1cccc2c3c([nH]c12)CCN(C)C3 was read as TAAR1 agonist 0, CRFBP-R2 agonist -1.0, CHRM4 PAM 2, CHRM5 PAM -5, M5 antag 1, CRFBP-R2 block 7, CHO-K1 Ca PAM 2, TAAR1 antag -15 and M5 ag -6.
Screening Cc1c(N=NC2=C(O)CC(C)(C)CC2=O)cc2c(c1[N+](=O)[O-])C(C)(C)CC2(C)C returned TAAR1 agonist 13, CRFBP-R2 agonist -0.8, CHRM4 PAM -4, CHRM5 PAM 23*, M5 antag -24, CRFBP-R2 block -68, CHO-K1 Ca PAM 10, TAAR1 antag -22 and M5 ag 4.
Screening Cc1c(C=Nc2ccc(S(=O)(=O)CCO)cc2)c(O)[nH]c(=O)c1C#N returned TAAR1 agonist 1, CRFBP-R2 agonist 5.6, CHRM4 PAM 3, CHRM5 PAM 0, M5 antag 5, CRFBP-R2 block 3, CHO-K1 Ca PAM -23, TAAR1 antag 19 and M5 ag -2.
Screening COc1cc([N+](=O)[O-])ccc1N1C(=O)C2C3C=CC(C4CC34)C2C1=O (stereo not drawn) returned TAAR1 agonist 1, CRFBP-R2 agonist 0.2, CHRM4 PAM 0, CHRM5 PAM 1, M5 antag 0, CRFBP-R2 block -4, CHO-K1 Ca PAM -12, TAAR1 antag 6 and M5 ag 1.

Quoted at random: three compounds from above.
C[C@@]12C(=O)Nc3ccc(Cl)cc3C(=O)N1[C@H]1c3cc(Cl)ccc3OC[C@@H]1[C@@H]2c1ccccc1 was read as TAAR1 agonist 5, CRFBP-R2 agonist 4.0, CHRM4 PAM -10, CHRM5 PAM -13, M5 antag 15, CRFBP-R2 block 0, CHO-K1 Ca PAM -23, TAAR1 antag -21 and M5 ag -1.
For COc1ccc(C2=NOC(Cn3nc(-c4ccccc4)cc3C(=O)NCc3ccc(C)cc3)C2)cc1 (stereo not drawn) the results were TAAR1 agonist 4, CRFBP-R2 agonist 2.4, CHRM4 PAM 7, CHRM5 PAM -8, M5 antag 6, CRFBP-R2 block 2, CHO-K1 Ca PAM 6, TAAR1 antag 24 and M5 ag -1.
`C[C@H](NC(=O)C1CCN(S(=O)(=O)c2ccccc2)CC1)C(=O)NCc1ccco1` gave TAAR1 agonist 2, CRFBP-R2 agonist 1.8, CHRM4 PAM 4, CHRM5 PAM 11, M5 antag -10, CRFBP-R2 block -13, CHO-K1 Ca PAM 10, TAAR1 antag -3 and M5 ag -1.

Returning to the listing with the two entries that preceded the break.
Screening Cc1c(C=Nc2ccc(S(=O)(=O)CCO)cc2)c(O)[nH]c(=O)c1C#N returned TAAR1 agonist 1, CRFBP-R2 agonist 5.6, CHRM4 PAM 3, CHRM5 PAM 0, M5 antag 5, CRFBP-R2 block 3, CHO-K1 Ca PAM -23, TAAR1 antag 19 and M5 ag -2.
Screening COc1cc([N+](=O)[O-])ccc1N1C(=O)C2C3C=CC(C4CC34)C2C1=O (stereo not drawn) returned TAAR1 agonist 1, CRFBP-R2 agonist 0.2, CHRM4 PAM 0, CHRM5 PAM 1, M5 antag 0, CRFBP-R2 block -4, CHO-K1 Ca PAM -12, TAAR1 antag 6 and M5 ag 1.
`O=C(NCCCN1CCCCC1)C1CCC(CNS(=O)(=O)c2cccc3nsnc23)CC1` (stereo not drawn) gave TAAR1 agonist 0, CRFBP-R2 agonist -1.3, CHRM4 PAM -14, CHRM5 PAM 1, M5 antag 9, CRFBP-R2 block 5, CHO-K1 Ca PAM 29, TAAR1 antag -15 and M5 ag -10.
Screening Nc1cc(N)nc(SCC(=O)Nc2ccc3c(c2)OCCCO3)n1 returned TAAR1 agonist 1, CRFBP-R2 agonist 0.5, CHRM4 PAM 10, CHRM5 PAM -8, M5 antag 4, CRFBP-R2 block 29, CHO-K1 Ca PAM 3, TAAR1 antag 4 and M5 ag 4.
For COc1cc(S(=O)(=O)NCCCn2ccnc2)ccc1F the results were TAAR1 agonist 0, CRFBP-R2 agonist -0.6, CHRM4 PAM 0, CHRM5 PAM 6, M5 antag -1, CRFBP-R2 block 10, CHO-K1 Ca PAM -18, TAAR1 antag -9 and M5 ag 1.
Screening COc1cccc(C(NC(C)=O)c2nc(-c3cccc(F)c3)cs2)c1 (stereo not drawn) returned TAAR1 agonist 8, CHRM4 PAM 4, CHRM5 PAM 1, M5 antag -1, CHO-K1 Ca PAM 30, TAAR1 antag -21 and M5 ag 2.
COc1ccc(OC)c(NC(=O)c2cccc3c2C(=O)N(C2CCCCC2)C3)c1 was read as TAAR1 agonist -2, CRFBP-R2 agonist -0.4, CHRM4 PAM 1, CHRM5 PAM -3, M5 antag 11, CRFBP-R2 block 6, CHO-K1 Ca PAM 8, TAAR1 antag -26 and M5 ag -2.
For O=C(NCCc1nc(-c2ccccc2Cl)no1)c1ccccc1 the results were TAAR1 agonist 14, CRFBP-R2 agonist -0.8, CHRM4 PAM -3, CHRM5 PAM -2, M5 antag 13, CRFBP-R2 block -4, CHO-K1 Ca PAM 7, TAAR1 antag -4 and M5 ag 4.
Cc1onc(-c2ccccc2)c1C(=O)NC(C)c1ccc2c(c1)OCO2 (stereo not drawn) was read as TAAR1 agonist 2, CRFBP-R2 agonist -14, CHRM4 PAM 0, CHRM5 PAM -4, M5 antag 18, CRFBP-R2 block 22, CHO-K1 Ca PAM 4, TAAR1 antag 0 and M5 ag -6.
`COc1ccc(N(CC(=O)NCc2ccc(F)cc2)S(=O)(=O)c2c(C)noc2C)cc1` gave TAAR1 agonist 0, CRFBP-R2 agonist -0.1, CHRM4 PAM 5, CHRM5 PAM 2, M5 antag -3, CRFBP-R2 block -7, CHO-K1 Ca PAM 4, TAAR1 antag -9 and M5 ag -2.
`CC(NC(=O)NC(=O)c1cccc(Cl)c1)c1ccccc1` (stereo not drawn) gave TAAR1 agonist -1, CRFBP-R2 agonist 1.8, CHRM4 PAM 1, CHRM5 PAM 1, M5 antag 1, CRFBP-R2 block -21, CHO-K1 Ca PAM 5, TAAR1 antag 20 and M5 ag 2.
CN(CCO)c1ccc(-c2n[nH]c(=O)c3ccccc23)cc1[N+](=O)[O-] was read as TAAR1 agonist 1, CRFBP-R2 agonist 0.1, CHRM4 PAM -5, CHRM5 PAM -4, M5 antag 5, CRFBP-R2 block -2, CHO-K1 Ca PAM -11, TAAR1 antag 3 and M5 ag 1.
Screening CC(NC(=O)COC(=O)/C(=C/c1cccs1)c1cccs1)c1ccccc1 (stereo not drawn) returned TAAR1 agonist 5, CRFBP-R2 agonist 1.9, CHRM4 PAM -11, CHRM5 PAM -12, M5 antag 8, CRFBP-R2 block 3, CHO-K1 Ca PAM 13, TAAR1 antag 52* and M5 ag -5.
CCSc1nnc([C@H](Cc2ccccc2)NC(=O)OC(C)(C)C)o1 was read as TAAR1 agonist 5, CRFBP-R2 agonist 1.8, CHRM4 PAM -2, CHRM5 PAM 0, M5 antag -6, CRFBP-R2 block -26, CHO-K1 Ca PAM 12, TAAR1 antag 6 and M5 ag 1.
For O=S(=O)(c1cccs1)N1CN(Cc2ccco2)c2nc3ccccc3nc21 the results were TAAR1 agonist -1, CRFBP-R2 agonist 1.3, CHRM4 PAM 0, CHRM5 PAM 8, M5 antag 0, CRFBP-R2 block -9, CHO-K1 Ca PAM 10, TAAR1 antag -34 and M5 ag 4.
